INS-1E GSIS act: GLuc luminescence reporter in INS-1E cells, primary screen for activators of glucose-dependent secretion of insulin; activation, % at 16.6 µM; AID 743287, 2014; 370,000 tested, 0.61% active; INS-1E GLuc reporter insulin secretion, 2-3 h;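 active = lowest replicate activation of at least 40%, so every replicate reaches that level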;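 note: 0% = median of neutral control wells and 100% = median of IBMX positive control wells; some compounds called inactive have numbers as strong as hits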
miR-122 sensor: miR-122 Renilla sensor signal increase in Huh7, primary screen, miR-122 inhibitor project, cell-based, single point, plate reader | Huh7 miR-122 Renilla luciferase sensor, 48 h; neutral wells = 0, positive control = 100 | activation (reporter increase), % at 12.5 µM | 340,000 tested, 0.3% active | AID 602342, 2012;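 active = mean replicate activation score at least 90 and every replicate individually at or above 90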;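 note: higher luciferase means less miR-122 activity so hits act as miR-122 inhibitors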
C2C12 statin: suppressors of statin myotoxicity in C2C12 myotubes, primary screen, cell-based, single point, plate reader; C2C12 myotubes + simvastatin, ATP luminescence, 48 h; scaled: DMSO 0, geranylgeraniol control 100; 330,000 tested, 0.78% active; rescue of ATP level, % at 7.49 µM;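 active = mean ATP rescue above about 67%, or every replicate alone reaching that limit, limit read from the data, passing the limit was not always enough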;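 note: myotubes were challenged with 10 µM simvastatin during compound exposure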
FN deposition inh: inhibitors of fibronectin matrix deposition, primary screen, AH1F cells, Alexa488-fibronectin fluorescence, plate reader. 350,000 tested, 0.086% active. AH1F fibroblasts, overnight. inhibition, % at 12.6 µM;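 active = mean inhibition across replicates of 30% or more, regardless of how many single replicates reach that level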;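 note: positive control wells lacked labelled fibronectin entirely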
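Assay system: AH1F fibroblasts / Quantity: 10000 cells per well / Medium: DMEM plus 2% serum, read in PBS / Reagent: labelled fibronectin 24 nM / Dosing: single dose, pinned / Times: 1 h cell attachment, overnight exposure to compound and label / Signal: fluorescence, ex 485 nm, em 525 nm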
PglD DTNB: C. jejuni PglD acetyltransferase inhibitors, primary screen, biochemical, DTNB colorimetric, single point. inhibition, % at 12.5 µM. UDP-N-acetylbacillosamine N-acetyltransferase PglD (Campylobacter jejuni). AID 602405, 2012. purified PglD enzyme, DTNB colorimetric CoA detection. 360,000 tested, 0.098% active; in the data active = inhibition above about 16%, passing the limit was not always enough; note: strong numbers were not always called active
Cneo AK release: Cryptococcus neoformans cell lysis inducers, primary screen, AK release luminescence, single concentration; C. neoformans lysis, adenylate kinase release luminescence, 4 h; normalised: neutral wells 0, clomiphene wells 100; lysis activity, % at 15 µM; 360,000 tested, 0.2% active; AID 651654, 2012;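 active = mean lysis activity across replicates of at least 80%, whatever share of replicates individually reach that level; inactive = mean lysis activity below 80%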
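Assay system: C. neoformans cells. Amount: yeast cell density of 5 × 10^6 cells/mL. Technique: AK luminescence. Buffer or medium: YPD. Times: static 4 h at 37 °C with compound, 1 h detection. Dosing: single-point compound dose. Read-out: lysis from increased AK signal.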
PGC1a acetyl inh: inhibitors of PGC1a acetylation signal, primary screen, cell-based, U2OS, AlphaScreen, inhibitor mode. 350,000 tested, 0.17% active. AlphaScreen anti-acetyl-lysine; with virally co-expressed GCN5 acetyltransferase. AID 651687, 2012. inhibition, % at 15.6 µM;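 active = every replicate shows inhibition of at least 40%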;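 note: 0% = neutral control wells and 100% = positive control wells; some results beyond the cut were filed as inactive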
CFTR F508del cor: F508del CFTR correction, initial screen, CFBE line, single point. CFBE cells, YFP halide quenching; stimulated with forskolin plus potentiator P3; % fluorescence drop versus neutral controls. AID 720511, 2013. 350,000 tested, 0.36% active. activity (quench increase), % at 7.58 µM;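 active = mean added fluorescence quench of at least 8% versus neutral control, with both replicates also reaching 8%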;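 note: cells transiently co-express mutant CFTR-F508del with the halide-sensitive YFP; corrector assay measuring rescue of mutant channel to the surface after 24 h compound exposure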
Active calls of the source: *; · = no result given; & = joins results of further samples; [ ] = another dose, or the depositor's remark.

[1] CC(=O)N(C)C[C@@H]1Oc2ncc(C#C[C@@H](C)O)cc2C(=O)N([C@@H](C)CO)C[C@@H]1C
[2] CC(=O)Nc1ccc(SC[C@H](Cc2ccccc2)N2CCN(CC(C)C)CCC2=O)cc1
[3] CC(C)[C@H](NC(=O)c1ccccc1)C(=O)OCC(=O)/C=C1/N(C)c2ccccc2C1(C)C
[4] C[C@H](NC(=O)C1CCC(CNC(=O)[C@@H]2CCCN2C(=O)OC(C)(C)C)CC1)C(=O)O (stereo not given in full)
[5] C[C@H](CO)N1C[C@H](C)[C@H](CN(C)S(=O)(=O)c2cn(C)cn2)Oc2ccc(NS(C)(=O)=O)cc2CC1=O
[6] COc1ccc(CNC(=O)c2ccc(CN3CCOCC3)cc2)cc1
[7] CNC(=O)C1CC(=O)N(c2ccc(F)c(Cl)c2)C1 (stereo not given)
[8] Cc1ccc(NC(=O)CSc2nc3ccccc3c(=O)n2CCCC(=O)NCC2CCCO2)cc1 (stereo not given)
[9] CC(=O)Nc1ccc2c(c1)C(=O)N(C)[C@H]1CC[C@H](CC(=O)NCc3ccc(Cl)cc3)O[C@@H]1CO2
[10] Cc1cccc(NC(=O)c2cc3ccccc3nc2C)c1

compound no.	1	2	3	4	5	6	7	8	9	10
PGC1a acetyl inh	-5	-20	1	9	-3	·	-9	10	-1	1
CFTR F508del cor	1.8	0.0	7.7	1.6	-2.7	·	·	-2.0	0.9	-0.1
Cneo AK release	-3	2	·	22	-1	-1	5	1	38	3
FN deposition inh	-14	8	6	·	·	0	·	0	-13	9
C2C12 statin	-7	3	-5	1	-2	·	·	4	-12	2
INS-1E GSIS act	17	-19	-30	0	19	·	·	40	-1	-15
PglD DTNB	7	-2	·	-4	0	-2	3	3	3	4
miR-122 sensor	1[16.7 µM]	4	-4	-3	2[16.7 µM]	-9	-4	-7	5[16.7 µM]	-1

[11] CC1C2NC(=O)N(Cc3ccccc3)C1(C)Oc1ccccc12 (stereo not given)
[12] CCc1ccccc1NC(=O)CSc1nc2[nH]c(=O)cc(O)c2s1
[13] COc1cccc(C2C(C(=O)c3ccc(C)o3)=C(O)C(=O)N2CCN2CCOCC2)c1OC (stereo not given)
[14] O=C(Nc1ccccc1C(=O)Nc1ccccn1)c1ccccc1F
[15] Cc1cc2n(n1)C(c1ccccc1Cl)Nc1ccccc1-2 (stereo not given)
[16] CC(=O)Nc1ccc2c(c1)C(=O)N(C)[C@@H]1CC[C@H](CC(=O)NCc3ccccc3Cl)O[C@@H]1CO2
[17] O=C(NC1CC(=O)N(c2cccc(F)c2)C1)C(=O)c1c[nH]c2ccccc12 (stereo not given)
[18] COc1cccc(-c2ccc([C@@H]3[C@@H](CO)N4CCCCN(CC5CC5)C[C@@H]34)cc2)c1
[19] O=C(NCC[C@H]1CC[C@@H](NS(=O)(=O)c2ccccc2)[C@H](CO)O1)c1ccccc1F
[20] COc1ccccc1CNC(=O)c1ccc(OC(C)C)cc1

compound no.	11	12	13	14	15	16	17	18	19	20
PGC1a acetyl inh	2	1	11	14	-6	5	·	-11	-3	-12
CFTR F508del cor	-1.3	-1.0	-2.2	1.0	·	-3.4	1.7	3.5	1.1	·
Cneo AK release	·	0	7	-2	·	-12	4	62	-1	·
FN deposition inh	5	1	-7	-4	-2	·	2	·	-6	-8
C2C12 statin	-6	8	3	4	7	-2	·	36	-1	-26
INS-1E GSIS act	-22	11	17	-6	·	-2	5	-6	-2	-18
PglD DTNB	·	0	-22	-2	2	-4	1	13	1	·
miR-122 sensor	-4	-3	·	1	14	5[16.7 µM]	·	31[16.7 µM]	·	2

[21] C/C=C/c1ccc([C@@H]2[C@@H](CO)N(C(=O)C3CC3)[C@H]2CN(C)C(=O)CN(C)C)cc1
[22] Cc1ccc(S(=O)(=O)N2C[C@H]3[C@H]4C(=O)N(c5ccccc5)C(=O)[C@H]4C[C@H](OC(=O)NCc4ccco4)[C@@]3(O)C2)cc1
[23] CCn1c(SCc2nc(-c3ccccc3)no2)nnc1-c1ccco1
[24] O=C(O)c1ccc(N2C(=O)Nc3ccccc3N2O)cc1
[25] CC1(C)CN(Cc2ccccc2)C(=O)[C@H]1CC(=O)Nc1ccccc1
[26] COc1ccc(CN(C)C[C@@H]2OCCCC[C@@H](C)Oc3ccc(NC(=O)CCC(F)(F)F)cc3C(=O)N([C@@H](C)CO)C[C@@H]2C)cc1
[27] CN1CCN(c2cc3c(c4c2[nH]c2ccccc24)C(=O)CC(C)(C)C3)CC1
[28] Nc1ccc(CN2CCCCCC2)cc1
[29] CCCN1CNC(=S)N(c2cc(C)ccc2C)C1
[30] O=C(CCC1CCCN(C(=O)c2ccc3c(c2)OCCO3)C1)NCc1ccccc1F (stereo not given)

compound no.	21	22	23	24	25	26	27	28	29	30
PGC1a acetyl inh	-9	7	-12	7	-4	9	-16	0	-6	10
CFTR F508del cor	-0.4	0.0	·	-1.7	-5.7	-1.3	-4.5	·	·	-0.6
Cneo AK release	-1	1	0	·	·	-2	-3	2	0	-1
FN deposition inh	7	·	0	4	8	·	7	·	-3	·
C2C12 statin	-15	7	-1	·	3	·	-31	30	-40	4
INS-1E GSIS act	3	-9	·	-1	-21	-23	76	·	·	-3
PglD DTNB	2	1	6	·	·	-5	-1	-7	-3	11
miR-122 sensor	0[16.7 µM]	-5	3	·	-2	6[16.7 µM]	-8	-5	1	9

[31] COc1ccccc1NC(CC(=O)c1ccccc1)C(=O)OCC(=O)c1ccc(C)c(C)c1 (stereo not given)
[32] Cc1ccc(N2CCN(Cc3ccccc3)CC2=O)c(C)c1
[33] CC(C)NC(=O)N(C)C[C@H]1Oc2cc(Br)ccc2S(=O)(=O)N([C@@H](C)CO)C[C@@H]1C
[34] COc1ccc(-c2nc3c(c4nnc(SC(C)C(=O)Nc5ccc(C)cc5)n24)COC(C)(C)C3)cc1 (stereo not given)
[35] C[C@@H]1CN([C@@H](C)CO)C(=O)c2cc(C#CC3(O)CCCC3)cnc2O[C@H]1CN(C)C(=O)Cc1ccccc1
[36] CC(=O)Nc1cc(-n2cnnn2)ccc1C
[37] CC(C)CC(=O)Nc1ccnn1C1CCN(C(=O)c2ccc(Cl)cc2F)CC1
[38] CC(C)Cn1c(SCc2nnc(-c3cccs3)o2)nc(O)cc1=O
[39] C[C@H](CO)N1C[C@H](C)[C@@H](CN(C)C(=O)c2ccccc2)OCCCC[C@H](C)Oc2ccc(NC(=O)Nc3ccc(C(F)(F)F)cc3)cc2C1=O
[40] C#CCNC(=O)C1=C[C@H](c2ccc(C(F)(F)F)cc2)C[C@H](OCc2ccc(CO)cc2)O1

compound no.	31	32	33	34	35	36	37	38	39	40
PGC1a acetyl inh	·	·	3	-2	7	2	-14	1	0	-3&-23
CFTR F508del cor	-0.6	3.9	-0.1	·	1.1	1.6	-2.3	·	-1.6	1.5&1.6
Cneo AK release	-2	-2	-1	-1	-5	-3	-1	1	-1	-4&4
FN deposition inh	-1	9	2	-2	·	-17	2	-2	·	9
C2C12 statin	·	14	-13	4	16	11	-34	·	·	-3
INS-1E GSIS act	·	6	2	8	5	4	15	·	11	-6
PglD DTNB	3	-1	2	-2	-2	6	-5	-9	9	-1
miR-122 sensor	7	·	-2[16.7 µM]	-4	3[16.7 µM]	-2	-6	4	10[16.7 µM]	2

Gathered by group: the entries above containing a CF3 group (3)
[26] COc1ccc(CN(C)C[C@@H]2OCCCC[C@@H](C)Oc3ccc(NC(=O)CCC(F)(F)F)cc3C(=O)N([C@@H](C)CO)C[C@@H]2C)cc1
[39] C[C@H](CO)N1C[C@H](C)[C@@H](CN(C)C(=O)c2ccccc2)OCCCC[C@H](C)Oc2ccc(NC(=O)Nc3ccc(C(F)(F)F)cc3)cc2C1=O
[40] C#CCNC(=O)C1=C[C@H](c2ccc(C(F)(F)F)cc2)C[C@H](OCc2ccc(CO)cc2)O1

compound no.	26	39	40
PGC1a acetyl inh	9	0	-3&-23
CFTR F508del cor	-1.3	-1.6	1.5&1.6
Cneo AK release	-2	-1	-4&4
FN deposition inh	·	·	9
C2C12 statin	·	·	-3
INS-1E GSIS act	-23	11	-6
PglD DTNB	-5	9	-1
miR-122 sensor	6[16.7 µM]	10[16.7 µM]	2

Going on with the list.
[41] CC(C)C[C@H]1CN=C(N(C)C)N1CC1CCCC1
[42] O=C(Oc1ccc(-c2ccccc2)cc1)N1CCCCC1
[43] C[C@H]1CN([C@@H](C)CO)C(=O)CCCn2nncc2CO[C@@H]1CN(C)S(=O)(=O)c1ccc(Oc2ccccc2)nc1
[44] O=C(Cc1ccc(Cl)cc1)Nc1ccccn1
[45] C[C@H](CO)N1C[C@H](C)[C@@H](CN(C)C(=O)NC2CCCCC2)OCCCC[C@H](C)Oc2ccc(NC(=O)Nc3cccc4ccccc34)cc2C1=O
[46] CSc1ccccc1OC1CCN(Cc2ccccc2)CC1
[47] CCc1nc2ccc(C(=O)Nc3ccc(OC)c(OC)c3)cn2c1N(CCC(C)C)CCN(C)C
[48] CCCCOc1ccc(S(=O)(=O)NC(=O)C2(C)CCN2C(=O)CCc2ccccc2)cc1 (stereo not given)
[49] COc1ccccc1CNC(=S)Nc1ccc2nc(N3CCN(C)CC3)cc(C)c2c1
[50] C[C@@H]1CN([C@H](C)CO)C(=O)c2cc(-c3cccc(F)c3)cnc2O[C@@H]1CN(C)C
[51] CC(C)CCn1nc(C(=O)OCC(=O)NC(C)c2ccccc2)c2ccccc2c1=O (stereo not given)

compound no.	41	42	43	44	45	46	47	48	49	50	51
PGC1a acetyl inh	-4	4	-12&-6	·	9	·	·	-7	38	16	9
CFTR F508del cor	-0.7	·	-1.9&-0.8	1.5	0.7	·	0.4	0.0	-3.8	5.5	-5.9
Cneo AK release	-1	-2	-1&-2	·	-2	-2	-1	-2	2	2	1
FN deposition inh	4	·	-1&-6	5	·	-3	7	3	-1	-2	0
C2C12 statin	9	-5	1&4	11	122*	·	-6	10	·	-1	15
INS-1E GSIS act	24	·	3&1	3	-2	27	-7	2	-10	15	·
PglD DTNB	2	10	1&-1	·	5	3	-3	-10	-2	0	2
miR-122 sensor	-1	1	1	·	-2[16.7 µM]	2	-4	3	0	-3[16.7 µM]	-2

Compounds were not picked by outcome. Share with any hit: about 2.1%.
